Assay outcomes deposited in PubChem BioAssay by several laboratories.
CHOP inh: inhibitors of CHOP induction in ER stress response | CHO-K1 CHOP-promoter luciferase, tunicamycin-induced, 15-18 h | inhibition, % at 10 µM | 3.8% of 220,000 active | AID 2732;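 active means compounds that reduced the stress-induced luciferase reporter signal by more than about 70% of percent inhibition, limit read from the data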;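 further: 0% = tunicamycin plus vehicle and 100% = wells without tunicamycin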
TNF death inh: TNF-alpha cell death inhibition in Jurkat FADD-/- cells; Jurkat FADD-/- TNF necroptosis rescue, ATP luminescence, 24 h; 0 = TNF only, 100 = no-TNF cells; AID 463075; activation (protection from cell death), % at 10 µM; 0.068% of 220,000 active;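 active means activation, meaning protection from cell death, of at least 50% relative to plate controls; inactive means activation below 50%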;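 further: necroptosis triggered by 40 ng/mL TNF-alpha added together with compound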
zfTRPN1 agonist: agonists of zebrafish TRPN1 channel | activation, % at 3 µM | 0.18% of 220,000 active | AID 1424 | HEK293 zebrafish TRPN1-YFP, Fluo-8 calcium fluorescence; 100% = response to 87 µM carbachol;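 active means activation above its plate's cutoff, the mean activation of test wells on that plate plus 3 SD, cut at about 19% in these data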;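 further: 0% = DMSO alone and 100% = 87 µM carbachol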
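Material: zebrafish TRPN1-YFP in HEK293 cells. Doses: one dose of 3 µM, 0.3% DMSO. Incubation: dye 1 h 37 °C plus 30 min RT. Measured by: intracellular calcium fluorescence with Fluo-8.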
BaF3 parental: counter-screen for JAK2V617F inhibitors: parental Ba/F3 viability inhibitors; 1.1% of 220,000 active; inhibition, % at 5.6 µM; CellTiter-Glo ATP luminescence; AID 1486;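 active means inhibition above a per-campaign cutoff, the mean inhibition of all tested compounds plus 3 SD, cut at about 27% in these data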;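 further: 0% = DMSO wells and 100% = JAK Inhibitor I control wells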
Wee1 stabilizer: human Wee1 degradation inhibition, primary screen; reporter increase, % at 5 µM; 1.2% of 220,000 active; P30291; AID 1321; HeLa Luc-Wee1K328M stability, luciferase luminescence; 100% = proteasome inhibitor MG132 effect;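 active means activation above the mean of all tested compounds plus 3 SD, set per screening run, cut at about 8.8% in these data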;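 further: cells exposed to compound for 20 h before luminescence read; 0% = DMSO alone and 100% = MG132 at 30 µM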
RBBP9 inhibitor: blocks human serine hydrolase RBBP9; O75884; recombinant RBBP9, FP-Rh probe fluorescence polarization; inhibition, % at 7.94 µM; 0.2% of 220,000 active;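 active means inhibition above the campaign mean of all tested compounds plus 3 SD, cut at about 14% in these data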;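 further: plate controls were DMSO wells with RBBP9 for no effect and wells lacking RBBP9 protein for full effect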
Target sequence (O75884 whole entry, looked up): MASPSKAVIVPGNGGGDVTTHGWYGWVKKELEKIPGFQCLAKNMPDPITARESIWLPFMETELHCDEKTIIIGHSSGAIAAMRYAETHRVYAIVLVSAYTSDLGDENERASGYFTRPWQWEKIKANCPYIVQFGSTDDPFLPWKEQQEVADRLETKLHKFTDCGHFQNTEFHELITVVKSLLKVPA
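Test system: recombinant human RBBP9. Quantity: 2.5 µM RBBP9 dispensing solution, before mixing. Detection: FP readout at 525/598 nm. Reagent: Serine-hydrolase probe FP-Rh, 375 nM pre-mixing. Measure: % inhibition. Control set: DMSO-treated enzyme wells and wells lacking RBBP9. Buffer or medium: Tris-NaCl-Pluronic buffer, pH 8.0. Times: preincubation 30 min plus labeling 45 min at 25 °C.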
TRPML3 ag: agonists of human TRPML3 channel; Q8TDD5; HEK293 TRPML3-YFP, Fluo-8 calcium fluorescence; 100% = the carbachol control signal; activation, % at 3 µM; 0.29% of 220,000 active;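 active means activation above its plate's cutoff, the mean activation of the plate's test wells plus 3 SD, cut at about 12% in these data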;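 further: 0% = DMSO only wells and 100% = carbachol wells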
Target sequence (Q8TDD5 whole entry, looked up): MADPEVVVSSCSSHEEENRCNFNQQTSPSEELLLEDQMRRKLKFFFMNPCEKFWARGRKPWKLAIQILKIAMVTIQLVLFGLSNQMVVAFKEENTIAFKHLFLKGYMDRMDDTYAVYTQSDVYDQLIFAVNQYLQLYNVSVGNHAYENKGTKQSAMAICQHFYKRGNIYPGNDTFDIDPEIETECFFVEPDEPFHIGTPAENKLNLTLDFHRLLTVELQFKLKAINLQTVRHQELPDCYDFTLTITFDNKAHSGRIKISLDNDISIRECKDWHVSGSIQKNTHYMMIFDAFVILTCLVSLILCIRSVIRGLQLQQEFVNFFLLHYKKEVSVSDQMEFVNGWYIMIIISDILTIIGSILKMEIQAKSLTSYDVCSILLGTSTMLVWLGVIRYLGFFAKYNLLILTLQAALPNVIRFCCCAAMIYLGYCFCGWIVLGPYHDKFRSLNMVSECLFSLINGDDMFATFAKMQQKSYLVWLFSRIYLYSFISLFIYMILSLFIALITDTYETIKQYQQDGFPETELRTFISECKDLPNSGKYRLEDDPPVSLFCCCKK
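Test system – HEK293 line with stable expression of human TRPML3-YFP channel · Control set – carbachol 87 µM final as high control (100%), DMSO as low control (0%) · Signal – Fluo-8 calcium dye fluorescence, ex 470-495, em 515-575 nm · Incubation – 1-h 37 °C dye load, 5-s basal, 120-s post-compound reads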
PPC-1+TRAIL kill: kills PPC-1 cancer cells in the presence of TRAIL | 0.41% of 220,000 active | cell killing (% activity), % at 4 µM | PPC-1 cells + TRAIL, ATPLite viability luminescence;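 active means cell killing above 50% in the first pass at 4 µM, then a duplicate retest at 5 µM averaging 50% or more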;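 further: plate controls were cells with TRAIL plus DMSO for no effect and medium-only wells lacking cells for full effect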
Ba/F3 V617F tox: reduce viability of Ba/F3 cells dependent on JAK2V617F | Ba/F3 EpoR-JAK2V617F viability, ATP luminescence | inhibition, % at 5.6 µM | 1.1% of 220,000 active | AID 1446;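 active means inhibition above the campaign mean plus 3 SD over all tested compounds, cut at about 24% in these data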;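 further: cytokine-independent growth of Ba/F3 cells driven by EpoR plus mutant JAK2; 0% = DMSO-treated cells and 100% = JAK inhibitor I control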
An asterisk follows results filed as active; · = not tested or not shown.

Under each structure – CHOP inh, TNF death inh, zfTRPN1 agonist, BaF3 parental, Wee1 stabilizer, RBBP9 inhibitor, TRPML3 ag, PPC-1+TRAIL kill, Ba/F3 V617F tox
> O=C(CSc1ccccc1)NN1C(=O)c2ccccc2C1=O
→ -17, -0.2, 0.4, 4, 1, -11, -0.1, 8, 2
> CSc1ccccc1NC(=O)CN(C)CC(=O)NCc1ccccc1
→ 26, -2.5, 0.5, 3, -2, -1, 0.5, 20, -4
> CN(c1ccc(OCC(=O)NCc2cccnc2)cc1)S(=O)(=O)c1ccc(Cl)cc1
→ 13, -1.0, -0.3, 7, -1, -3, 0.4, 8, 0
> CCOC(=O)C(NC(=O)CC)(Nc1sc2c(c1C(=O)OC)CCN(C)C2)C(F)(F)F (stereo not given)
→ 2, 0.7, 0.3, 4, 5, 2, 0.7, -9, 8
> Cc1ccc(N2CN(Cc3cccnc3)CNC2=S)cc1
→ 3, 0.7, 0.6, 2, -1, 6, 0.7, 1, -5
> O=C(NC1CC1)C1CCN(C2CCN(C(=O)/C=C/c3cccs3)CC2)CC1
→ 0, 1.1, -1.6, 3, 0, 4, 0.4, -5, -6
> O=C(NCCN1CCOCC1)c1ccc2ccccc2c1
→ -10, -0.8, 0.1, 3, -1, -11, 0.2, -5, 2
> C/C(=N/O)c1no[n+]([O-])c1/C(C)=N\O
→ 20, 3.0, 2.6, -1, 0, -12, 0.7, 1, -5
> CSc1nc2nc(-c3ccc(F)cc3)c(CCN3CCN(C)CC3)cn2n1
→ 31, 0.7, 0.8, -1, -3, 4, 1.2, 10, -3
> O=C(NCCCn1ccnc1)NC(C(F)(F)F)C(F)(F)F
→ 25, -0.2, -0.6, -2, 0, 2, 0.5, 26, -3

Overlap with the part before: 3 compounds; new compounds follow.
Under each structure – CHOP inh, TNF death inh, zfTRPN1 agonist, BaF3 parental, Wee1 stabilizer, RBBP9 inhibitor, TRPML3 ag, PPC-1+TRAIL kill, Ba/F3 V617F tox
> C/C(=N/O)c1no[n+]([O-])c1/C(C)=N\O
→ 20, 3.0, 2.6, -1, 0, -12, 0.7, 1, -5
> CSc1nc2nc(-c3ccc(F)cc3)c(CCN3CCN(C)CC3)cn2n1
→ 31, 0.7, 0.8, -1, -3, 4, 1.2, 10, -3
> O=C(NCCCn1ccnc1)NC(C(F)(F)F)C(F)(F)F
→ 25, -0.2, -0.6, -2, 0, 2, 0.5, 26, -3
> Cn1c(SCC(=O)NC(C)(C)C)nnc1-c1cnccn1
→ 37, -1.3, 1.6, 8, -2, 3, -0.1, 1, -1
> Cc1ccccc1NC(=O)CSc1n[nH]c(-c2ccco2)n1
→ 3, -0.1, -0.1, 1, 8, -4, -0.1, 14, 0
> COc1cc(C(=O)N2CCC(C(=O)Nc3cccc(C(C)=O)c3)CC2)cc(OC)c1OC
→ 10, 0.4, 1.1, 9, 1, -1, 0.9, -9, 0
> CN(C)c1cccc(C(=O)NNC(=O)NC2CCCCC2)c1
→ 4, 0.5, 0.8, 7, -1, 0, 0.1, 21, 1
> Cc1ccc(Nc2nnc(SCC(=O)NC(Cc3c[nH]c4ccccc34)C(=O)O)s2)cc1 (stereo not given)
→ -19, 1.1, 0.0, 2, 3, -8, 0.5, 14, 0
> CC(C)n1c(SCC(=O)Nc2nc3ccccc3s2)nc2c1c(=O)n(C)c(=O)n2C
→ 21, -2.2, -0.8, 0, -1, -5, -0.3, ·, -3
> Cc1ccc(N2C(=O)c3ccccc3C2Nc2ccc(S(=O)(=O)N3CCOCC3)cc2)nc1 (stereo not given)
→ -28, 0.6, 1.4, 6, 3, -6, -0.2, -19, -2
> CCOC(=O)CC(=O)Nc1ccsc1C(N)=O
→ 4, 4.5, 0.3, 0, 8, -3, 0.9, 9, -3
> CCC1CCC2(CC1)NC(=O)N(CC(=O)Nc1cc(C)on1)C2=O (stereo not given)
→ 25, 0.7, -1.0, 4, -1, -11, -0.1, 3, 3
> CS(=O)(=O)N(CC(=O)Nc1ccc(F)cc1F)c1cccc([N+](=O)[O-])c1
→ -4, -3.8, 0.4, 5, 1, -4, 1.1, 17, 1

Individual results from the list.
TRPML3 ag with `CCOC(=O)CC(=O)Nc1ccsc1C(N)=O` stands at 0.9
Ba/F3 V617F tox with `CC(C)n1c(SCC(=O)Nc2nc3ccccc3s2)nc2c1c(=O)n(C)c(=O)n2C` stands at -3

Limited to zfTRPN1 agonist, for some of the entries so far:
canonical_smiles,zfTRPN1 agonist
Cc1ccc(Nc2nnc(SCC(=O)NC(Cc3c[nH]c4ccccc34)C(=O)O)s2)cc1 (stereo not given),0.0
CS(=O)(=O)N(CC(=O)Nc1ccc(F)cc1F)c1cccc([N+](=O)[O-])c1,0.4

Continuation.
Under each structure – CHOP inh, TNF death inh, zfTRPN1 agonist, BaF3 parental, Wee1 stabilizer, RBBP9 inhibitor, TRPML3 ag, PPC-1+TRAIL kill, Ba/F3 V617F tox
> CCn1c(SCC(=O)N2CCOCC2)nc2ccccc21
→ 5, -0.5, 0.9, 10, 7, -7, 0.0, 12, 1
> Cc1ccc(N2C(=O)N(CC(=O)C(C)(C)C)c3ccccc3S2(=O)=O)cc1
→ -8, 1.1, -1.4, -1, -2, 5, -0.2, 8, -3
> O=C(CSc1nnnn1C1CCCC1)NCCc1ccccc1
→ 0, 2.1, 0.8, -2, 1, -5, 0.3, 4, 0
> N#CCCn1cc(/C=N/O)c(-c2ccccc2)n1
→ 24, 0.7, -0.7, 1, 2, -5, 0.7, 26, -1

Entries of single compounds as entered above:
`N#CCCn1cc(/C=N/O)c(-c2ccccc2)n1` reads CHOP inh = 24; TNF death inh = 0.7; zfTRPN1 agonist = -0.7; BaF3 parental = 1; Wee1 stabilizer = 2; RBBP9 inhibitor = -5; TRPML3 ag = 0.7; PPC-1+TRAIL kill = 26; Ba/F3 V617F tox = -1
`Cc1ccc(N2C(=O)N(CC(=O)C(C)(C)C)c3ccccc3S2(=O)=O)cc1` reads CHOP inh = -8; TNF death inh = 1.1; zfTRPN1 agonist = -1.4; BaF3 parental = -1; Wee1 stabilizer = -2; RBBP9 inhibitor = 5; TRPML3 ag = -0.2; PPC-1+TRAIL kill = 8; Ba/F3 V617F tox = -3

Compounds were not picked by outcome; any-hit rate near 6.8%.
